# High-throughput results as filed in PubChem.
# Imprint erasure: qHTS Assay for Compounds that Induce Erasure of Genomic Imprints; mouse ES Peg3-LacZ reporter, beta-gal luminescence, 40 h; Potency, µM (doses to about 60.7 µM), without a hit: at the top dose activity change, positive = activation, most hits filed as activators; actives 0.02% (n = 110,000); AID 1948, 2009;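 also: 0% = negative control wells on the plate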
#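 Each well holds 300 Peg3LacZ-Neo (maternal) female ES cells incubated 40 h at 37C, 5% CO2. LacZ is measured by BetaGlo luminescence, with AC50 and maximum efficacy derived from dose-response curves.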
# p53ts 32C kill: qHTS Screen for Compounds that Selectively Target Cancer Cells with p53 Mutations: Cytotoxicity of p53ts Cells at the Permissive Temperature; H1299-p53A138V at 32C, ATP luminescence viability, 24 h; Potency, µM (doses to about 46.1 µM), inactives show at the highest dose activity change, negative = cytotoxicity, most hits filed as cytotoxic; actives 0.93% (n = 130,000); AID 924, 2007;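 also: 0% = DMSO and -100% = full killing by reference compound; nearly all actives have a fitted effect of over 55% in size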
#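 Viability by ATPlite luminescence after 24 h compound treatment (up to 46 uM) at the permissive 32C. Cells are H1299 carrying p53 A138V. Scale runs from DMSO basal to 100 uM tamoxifen as full kill; AC50 from Hill fits.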
# IkB signaling: IkB Signaling; ABC-DLBCL IkBa-CBG/CBR dual luciferase ratio, 4 h; response scale: scaled: untreated 0%, proteasome inhibitor 100%; Potency, µM (top dose mostly 57.1 µM), without a hit: at the highest dose IkBa stabilization activation; actives 0.04% (n = 110,000); active = well fitted curve in the direction sought with a large enough effect in the signal ratio, not every such curve was filed as active; inconclusive = small, poorly fitted or top-dose-only effect, or a change in a side signal; the % refers to the signal ratio;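 also: the direction sought is a rising ratio; 0% = basal untreated cells and 100% = reference inhibitor full response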
#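 In this assay, an IκBα–CBG68 fusion accumulates when IKK-driven degradation is blocked; native CBR normalizes for cell number. OCI-Ly3 cells were treated 4 h with compound and doxycycline, then green and red light read after Chroma-Glo addition.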
# p53ts 39C kill: qHTS Screen for Compounds that Selectively Target Cancer Cells with p53 Mutations: Cytotoxicity of p53ts Cells at the Nonpermissive Temperature. actives 1.5% (n = 130,000). H1299-p53A138V viability at 39C, ATP luminescence, 24 h. Potency, µM (series often up to 46.1 µM), for inactives: at the top dose activity change, negative = cell killing, actives largely listed as cytotoxic; also: nearly all actives have a fitted effect of over 55% in size
# An asterisk follows results filed as active; ? = inconclusive; / = not tested or not shown; [ ] = another dose, or the depositor's remark. Unless noted, calls follow the shape of the dose curve; as a rule, active = well fitted curve in the direction sought with a large enough effect; inconclusive = small, poorly fitted or top-dose-only effect, or another doubt; inactive = no such curve, though single readings can be large; an effect the other way counts as inactive or inconclusive. Unless noted, % is scaled to controls: 0 for no effect and ±100 for the full control effect; potency is read from the fitted curve at half-maximal effect.
# Below each SMILES – Imprint erasure	p53ts 32C kill	p53ts 39C kill	IkB signaling
COc1cc(OC)c(OC)cc1CN1CCc2nc(N3CCN(c4ncccn4)CC3)ncc2C1
  -10.5%[10.9 µM]	-8.7%	-10.3%	?
Cc1ccc(NC(=O)C(=O)NCC(c2cccnc2)N2CCN(Cc3ccccc3)CC2)cc1F (configuration not stated)
  -15.2%[10.9 µM]	0.7%	-2.3%	?
COc1ccccc1-n1c(C)nc(=O)c(-c2ccccc2)c1C
  0.7%	5.8%	22.4%	2.2%
CN1CCN(c2ncc3ncc(=O)n(CCC#N)c3n2)CC1
  -5.5%	3.5%	-5.4%	1.5%[11.4 µM]
COc1ccc(CNc2cc(-c3cccnc3)ncn2)c(OC)c1
  -10.0%	7.1%	-3.7%	-0.3%[11.4 µM]
Cc1ccc(-c2cc(C)nc3ncnn23)cc1
  -5.4%	-8.1%	-0.4%	2.6%
c1ccc(-n2ncc3c(NCc4ccco4)ncnc32)cc1
  16.9%	?	-22.8%	-0.1%
COc1cccc(C(=O)NCCc2csc(-c3cccc(F)c3)n2)c1OC
  -4.0%[10.9 µM]	-10.4%	-22.8%	?
CN(Cc1ccccc1)c1oc(-c2ccco2)nc1C#N
  -16.2%	-3.4%	12.3%	-2.0%
CC1(C)N(O)CC(c2cccs2)=[N+]1[O-]
  -0.1%	-1.4%	7.9%	0.1%
COc1ccc(CNC(=O)c2cc3c(=O)n(Cc4cccnc4)ccc3nc2C)cc1
  16.7%[10.9 µM]	3.8%	-14.2%	-2.0%
COc1ccc(C(=O)O)cc1NS(=O)(=O)c1cccc2nsnc12
  -2.9%	-3.1%	21.4%	0.0%
Cc1ccc(NC(=O)CSc2nnc(CNC(=O)C34CC5CC(CC(C5)C3)C4)n2-c2ccc(F)cc2)cc1
  /	-1.6%	-9.6%	/
Cc1cccc(N2CCN(C(=O)CCn3c(=O)c4cccn4c4cccnc43)CC2)c1C
  -17.1%[10.9 µM]	-1.6%	-10.0%	?
COc1ccc(NC(=O)N2CCN(c3nc(-c4cccc(OC)c4)cs3)CC2)cc1
  -15.5%	?	-29.3%	?
Cc1nc2ccccc2c2oc(C(=O)N3CCc4ccccc43)cc12
  -4.8%	-1.3%	1.4%	-4.6%
C/C=C/Cn1c(SCCCc2ccccc2)nc2c1c(=O)[nH]c(=O)n2C
  -15.3%	15.9%	31.3%[activator]	?
O=c1c2sc3ccccc3c2n(Cc2ccc(Cl)cc2)c(=O)n1Cc1ccco1
  2.1%[10.9 µM]	2.0%	-13.3%	?
COc1ccccc1N1CCN(C(=O)C(C)N(c2ccc(C)cc2)S(C)(=O)=O)CC1 (configuration not stated)
  -10.1%	12.2%	8.1%	0.3%
Cc1nc2c(c(=O)n1CCC(C)C)c1nc3ccccc3nc1n2Cc1ccc2c(c1)OCO2
  18.2%	5.0%	3.0%	-0.5%
CCOC(=O)c1cc(S(=O)(=O)Nc2ccc(OC)c(Cl)c2)[nH]n1
  -6.5%[10.9 µM]	-7.3%	-8.4%	?
CC(=O)N1CCCc2cc(S(=O)(=O)NCc3ccc(C)cc3)ccc21
  -13.5%	12.0%	-12.0%	2.7%
COc1ccc(CNc2nc(-c3cccnc3)nn2C(=O)c2ccco2)cc1
  -4.8%	-3.6%	4.4%	-1.3%
CCCCOc1ccc(C(=O)N(Cc2nc(-c3ccc(Cl)cc3)no2)C(C)C)cc1
  4.6%[10.9 µM]	14.8%	-9.4%	?
COC(=O)c1ccccc1NC(=O)CSc1nnc(C(CO)NC(=O)c2ccccc2)n1C (configuration not stated)
  -1.3%	2.3%	4.6%	-1.5%
COc1ccc(CCNC(=O)c2nn(-c3ccc(C)cc3)c(=O)c3c2c2ccccc2n3C)cc1OC
  20.6%[10.9 µM]	-1.1%	15.0%	-2.3%
O=C(CCn1c(=S)[nH]c2cc3c(cc2c1=O)OCO3)NCCN1CCCC1
  -1.0%	-2.5%	1.4%	1.0%
Cc1nc2nc(SCC(=O)NCCc3ccccc3)nn2c(C)c1Cc1c(F)cccc1Cl
  21.1%[10.9 µM]	9.0%	-25.4%	?
CCCOc1ccc(CNC(=O)c2cc3oc4ccccc4c3n2C)cc1
  -9.6%[10.9 µM]	?	?	?
CCOc1ccc(NC(=O)Cn2cnc3sc(C)c(S(=O)(=O)N4CCN(c5ccccc5OC)CC4)c3c2=O)cc1
  -12.8%[10.9 µM]	10.8%	-10.6%	0.8%
COc1cc2c(cc1NC(=O)COc1ccc(Br)cc1)oc1ccccc12
  -9.0%[10.9 µM]	-6.7%	8.5%	?
CO[C@H]1COC(=O)C/C=C\[C@@H](C)[C@H](OC)COC(=O)CCC[C@@H]1C
  /	-0.2%[9.22 µM]	2.8%[9.22 µM]	/
COc1ccc(C(=O)N2CCC(c3ccncc3)CC2)cc1OC
  -9.5%[10.9 µM]	2.4%	-14.6%	-0.1%
COc1ccc(C(=O)Nc2cc(C(C)C)c(O)c(S(=O)(=O)c3ccc(Cl)cc3)c2C)cc1
  -10.8%[10.9 µM]	-0.2%	?	?
CCN(c1ccccc1)c1ncnc2c1cnn2-c1ccc(OC)cc1
  -4.5%[10.9 µM]	?	12.6µM*	?
Cc1nn(Cc2noc(C(=O)NC(C)c3ccccc3)n2)c(C)c1Br (configuration not stated)
  -3.1%[10.9 µM]	-7.6%	20.1%	-1.5%
COCCCNC(=O)CCc1nc(-c2ccccc2Cl)no1
  -6.7%	-0.4%	12.2%	-2.5%
Cc1cc([N+](=O)[O-])ccc1N
  5.6%	10.2%[1.84 µM]	2.2%	-1.5%
COc1ccc(CCNC(=O)c2cc3c(-c4ccccc4F)nn(C)c3s2)c(OC)c1
  -7.3%[10.9 µM]	6.3%	-7.1%	?
COc1ccc(Cn2c(=O)c3oc4ccccc4c3n(Cc3ccc(F)cc3)c2=O)cc1
  -8.9%[10.9 µM]	4.5%	-6.3%	?

# Five neighbouring compounds out of the list so far:
# Below each SMILES – Imprint erasure	p53ts 32C kill	p53ts 39C kill	IkB signaling
CCOC(=O)c1cc(S(=O)(=O)Nc2ccc(OC)c(Cl)c2)[nH]n1
  -6.5%[10.9 µM]	-7.3%	-8.4%	?
CC(=O)N1CCCc2cc(S(=O)(=O)NCc3ccc(C)cc3)ccc21
  -13.5%	12.0%	-12.0%	2.7%
COc1ccc(CNc2nc(-c3cccnc3)nn2C(=O)c2ccco2)cc1
  -4.8%	-3.6%	4.4%	-1.3%
CCCCOc1ccc(C(=O)N(Cc2nc(-c3ccc(Cl)cc3)no2)C(C)C)cc1
  4.6%[10.9 µM]	14.8%	-9.4%	?
COC(=O)c1ccccc1NC(=O)CSc1nnc(C(CO)NC(=O)c2ccccc2)n1C (configuration not stated)
  -1.3%	2.3%	4.6%	-1.5%

# Going on with the list:
# Below each SMILES – Imprint erasure	p53ts 32C kill	p53ts 39C kill	IkB signaling
CCn1cc(C(=O)NCc2ccc(Cl)cc2)c(=O)c2cc(S(=O)(=O)N3CCOCC3)ccc21
  -15.4%	8.9%	-3.9%	?
CC(C)N(CCCNC(=O)CC1Oc2ccccc2NC1=O)Cc1ccccc1 (configuration not stated)
  -8.8%	-2.0%	10.7%	8.0%
COc1ccc(C2=Nc3ccccc3NC(c3cccs3)=N2)cc1
  -8.2%[10.9 µM]	9.1%	-16.7%	?
O=C(CSc1ccc2nc(-c3ccccc3)cn2n1)Nc1ccccc1C(F)(F)F
  12.9%[10.9 µM]	5.2%	-21.6%	-3.0%
Cc1cc(C)cc(NC(=O)Cc2c(C(=O)O)c(C)cn2C)c1
  -14.1%[10.9 µM]	-1.8%	-15.5%	-0.1%
Cc1nc(-c2ccc(S(=O)(=O)N(C)Cc3ccccc3)cc2)co1
  -9.6%[10.9 µM]	3.9%	?	?
Cc1cc(NC(=O)CSc2nc3ccccc3n2CC(=O)N2CCCCC2)no1
  -0.1%	6.6%	-3.5%	-0.7%
CC(C)c1ccc(CNC(=O)c2ccc(N3CCCC3)c(NC(=O)NCc3ccccc3)c2)cc1
  4.8%[10.9 µM]	-2.8%	-11.5%	-1.0%
CN(C)Cc1c[nH]c2nc[nH]c(=O)c12
  -6.9%[10.9 µM]	-1.7%[9.22 µM]	-2.2%[9.22 µM]	0.9%[11.4 µM]
COc1ccccc1-c1nc(C#N)c(N2CCN(Cc3ccccc3)CC2)o1
  -20.0%	6.7%	29.8%	?
O=[N+]([O-])c1nccn1C[C@H](O)CN1CCCCC1
  -5.1%[10.9 µM]	-2.0%[9.22 µM]	4.3%[9.22 µM]	1.0%[11.4 µM]
Cc1ccc(CCNc2ncnc3onc(-c4ccc(F)cc4)c23)cc1
  28.3%[10.9 µM]	4.6%	-15.2%	-1.8%
CCOc1cc(C2CC(=O)NC3=C2C(=O)C(C(=O)OC)C(C)C3)cc(Cl)c1O (configuration not stated)
  -3.2%	43.5%[activator]	9.0%	-1.2%
COc1ccc(OC(C)C(=O)N2CC(C)OC(C)C2)cc1 (configuration not stated)
  5.7%	2.5%	9.7%	0.1%
COc1ccc2c(C)c(CC(=O)NCCc3ccccc3)c(=O)oc2c1OC
  10.9%[10.9 µM]	-10.2%	-10.4%	-0.7%
CCOc1cc(C(=O)Nc2nnc(C)s2)cc(OCC)c1OCC
  -4.8%	9.6%	0.4%	1.9%
CCc1cccc(C)c1NC(=O)Nc1csc2c1CCCC2
  -6.1%[10.9 µM]	3.2%	-21.5%	-1.8%
COc1c(CC(=O)c2cc3c(cc2O)OC(C)(C)C(O)C3)ccc2c1C=CC(C)(C)O2 (configuration not stated)
  -13.7%	4.2%	10.9%	/
O=C(CCNc1cccc(C(F)(F)F)c1)c1ccco1
  -31.0%[inhibitor]	-6.5%	4.1%	-0.4%
COc1ccc(-n2nc(C(=O)Nc3cc(C)ccn3)c3c4ccccc4n(C)c3c2=O)cc1Cl
  7.3%[10.9 µM]	6.9%	8.1%	-1.3%
CCC(C)C(=O)Nc1nc2c(s1)C(=O)CC(C)(C)C2 (configuration not stated)
  -14.1%	-7.5%	-7.3%	-1.4%
Cc1ccc(-c2nnc(Nc3ccc(Cl)c(Cl)c3)c3ccccc23)cc1S(=O)(=O)N(C)C
  -17.4%[10.9 µM]	6.9%	7.7%	?
CCCN1CCN(CCCNC(=O)c2ccc3c(c2)sc2nc(-c4ccc(C)cc4)cn23)CC1
  -12.2%[10.9 µM]	0.4%	-4.3%	?
Cn1c(Cn2c(=O)sc3ccccc32)nnc1SCC(=O)N1CCN(c2ccccc2)CC1
  -14.3%	1.5%	5.8%	0.2%
COc1ccc(CCn2c(=N)c(C(=O)NCc3ccco3)cc3c(=O)n4cccc(C)c4nc32)cc1
  -14.2%	4.7%	9.0%	5.9%
Cc1noc(C)c1C(=O)N1CCC[C@@]2(CCN(C(=O)Nc3cccc(C#N)c3)C2)C1
  /	-2.8%	-0.1%	0.8%[11.4 µM]
CCc1cc2cc(C(=O)Nc3ccccc3F)sc2s1
  -50.5%[inhibitor]	-9.3%	-11.9%	?
Cc1cc(C(=O)NCc2cc(C)n(C)n2)sc1-c1ccccc1
  -23.9%	4.0%	-9.9%	3.2%
COc1ccc(CCNc2oc(-c3ccccc3OC)nc2C#N)cc1OC
  -9.6%	-7.3%	10.5%	1.6%
CC(=O)Nc1cccc(-c2nnc(-c3ccccc3)o2)c1
  -54.1%[inhibitor]	-27.8%	-25.8%	?
CCOCCCNC(=O)C1CCN(c2cc(C)nc3c(-c4ccc(Cl)cc4)c(C)nn23)CC1
  -5.9%[10.9 µM]	8.4%	-5.0%	-0.5%
CCCC(=O)Nc1cccc(-c2cn3ccsc3n2)c1
  -27.5%	?	?	0.0%
COc1ccccc1CNC(=O)C(NS(=O)(=O)c1cccs1)C(C)C (configuration not stated)
  11.9%[10.9 µM]	21.6%	10.0%	-0.1%
CCCCOc1ccc(NC(=O)CSc2nnnn2C)cc1
  -4.6%	-1.6%	7.4%	-2.7%
O=C1CC(c2ccccc2)c2cc(O)ccc2O1 (configuration not stated)
  -6.8%	1.8%	3.7%	4.1%
Cc1ccccc1CS(=O)(=O)Cc1ccc(C(=O)NCC2CCCO2)o1 (configuration not stated)
  -13.8%	7.3%	-4.2%	-1.1%
